Screening results as filed in PubChem BioAssay.
Anesthetic bind – qHTS Assay for Identification of Novel General Anesthetics; apoferritin/1-aminoanthracene competitive binding, fluorescence; Ferritin light chain (Equus caballus), P02791; AID 485281, 2010; Potency, µM (doses to about 77.5 µM), inactives show at the highest dose activity change, negative = displacement, actives largely listed as inhibitors; 350,000 compounds, 0.074% hits; further: potency means the concentration at half of the fitted maximal effect; on the % scale 0 is the no-effect control and ±100 the full control effect; nearly all actives have a fitted effect of over 20% in size
Target sequence (P02791 2-175 limits assumed): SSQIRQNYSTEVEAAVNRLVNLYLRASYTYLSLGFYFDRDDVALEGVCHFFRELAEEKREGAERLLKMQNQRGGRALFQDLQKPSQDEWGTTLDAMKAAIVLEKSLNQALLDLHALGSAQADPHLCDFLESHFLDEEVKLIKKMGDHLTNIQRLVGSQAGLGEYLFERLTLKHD
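Steps: apoferritin (10 uM) was premixed with half-saturated 1-AMA in PBS, compounds were pin-transferred, plates stood 10 min at room temperature, fluorescence was read at 380/535 nm, and curves were fitted with a Hill equation.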
LDHA block – qHTS assay for inhibitors of human lactate dehydrogenase; activity change, % (values are at about 110 or 230 µM); AID 1347041, 2019; 480,000 compounds, 0.15% hits; purified LDHA, NADH/diaphorase-resazurin fluorescence; active compounds read low; L-lactate dehydrogenase A chain (Homo sapiens), P00338; in the data active means activity change below about -30%; inconclusive means mostly about -25% to -30%;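 further: plate controls were DMSO wells for no effect and wells without enzyme for full effect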
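Remaining NADH was detected by diaphorase (0.133 mg/mL) converting 37 µM resazurin to fluorescent resorufin, read at 0 and 20 minutes. The preceding 5-minute room-temperature reaction used 2 nM LDHA, 0.2 mM sodium pyruvate and 0.06 mM NADH at pH 7.4.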
Pol kappa inh – qHTS for Inhibitors of Polymerase Kappa; AID 588579, 2011; purified Pol kappa, fluorescent DNA synthesis assay, 10 min; Potency, µM (top dose mostly 107 µM), for inactives: top-dose activity, negative = inhibition, hits mostly inhibitors; 400,000 compounds, 0.53% hits; further: potency means the concentration at half of the fitted maximal effect; on the % scale 0 is the no-effect control and ±100 the full control effect
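10 nM Pol kappa preincubated 15 min at room temperature with compounds, then reaction started with substrate at 50 nM final. Fluorescence read kinetically at 0 and 10 min; buffer-only wells served as negative control.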
POLI inh – qHTS for Inhibitors of Polymerase Iota; Potency, µM (top dose mostly 115 µM), for the others: at the top dose activity, negative = inhibition, actives largely listed as inhibitors; DNA polymerase iota (Homo sapiens), Q9UNA4; 390,000 compounds, 1% hits; Pol iota fluorescent replication assay, 10 min; further: potency means the concentration at half of the fitted maximal effect
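Pol iota at 10 nM preincubated 15 min with compounds at room temperature; reaction started with fluorescent substrate, 50 nM final. Fluorescence read kinetically at 0 and 10 min; buffer-only wells as negative control.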
POLB inh – qHTS Assay for Inhibitors of DNA Polymerase Beta; P06746; Pol beta primer extension/strand displacement, fluorescence kinetic; Potency, µM (doses to about 114 µM), for the others: at the top dose activity change, negative = inhibition, hits mostly inhibitors; 340,000 compounds, 1.3% hits; AID 485314, 2010; further: potency means the concentration at half of the fitted maximal effect; on the % scale 0 is the no-effect control and ±100 the full control effect
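Values derive from four-parameter Hill fits of normalized kinetic data: reads at 0 and 10 min following addition of 50 nM substrate to 10 nM Pol beta preincubated 15 min with compound.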
APEX1 inh – qHTS Assay for Inhibitors of the Human Apurinic/apyrimidinic Endonuclease 1 (APE1); DNA repair nuclease/redox regulator APEX1 (Homo sapiens), P27695; recombinant APE1, TAMRA/BHQ-2 abasic DNA cleavage fluorescence; Potency, µM (top dose mostly 65.8 µM), inactives show at the top dose activity change, negative = inhibition, usual class: inhibitors; 350,000 compounds, 0.35% hits;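 further: potency means the concentration at half of the fitted maximal effect; plate controls were vehicle for no effect and reference inhibitor for full effect; nearly all actives have a fitted effect of over 55% in size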
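Activity was derived from the fluorescence gain between first and third kinetic reads (60 s intervals, ex 525/em 598 nm) after 50 nM THF-abasic TAMRA/BHQ-2 duplex was added to 0.75 nM APE1 preincubated 15 min with compound.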
Pol eta inh – qHTS for Inhibitors of Polymerase Eta. DNA polymerase eta (Homo sapiens), Q9Y253. recombinant Pol eta, fluorescent DNA replication assay. Potency, µM (doses to about 114 µM), inactives show at the top dose activity change, negative = inhibition, usual class: inhibitors. 390,000 compounds, 1.2% hits. AID 588591, 2011; further: potency means the concentration at half of the fitted maximal effect; on the % scale 0 is the no-effect control and ±100 the full control effect
Target sequence (Q9Y253 whole entry, looked up): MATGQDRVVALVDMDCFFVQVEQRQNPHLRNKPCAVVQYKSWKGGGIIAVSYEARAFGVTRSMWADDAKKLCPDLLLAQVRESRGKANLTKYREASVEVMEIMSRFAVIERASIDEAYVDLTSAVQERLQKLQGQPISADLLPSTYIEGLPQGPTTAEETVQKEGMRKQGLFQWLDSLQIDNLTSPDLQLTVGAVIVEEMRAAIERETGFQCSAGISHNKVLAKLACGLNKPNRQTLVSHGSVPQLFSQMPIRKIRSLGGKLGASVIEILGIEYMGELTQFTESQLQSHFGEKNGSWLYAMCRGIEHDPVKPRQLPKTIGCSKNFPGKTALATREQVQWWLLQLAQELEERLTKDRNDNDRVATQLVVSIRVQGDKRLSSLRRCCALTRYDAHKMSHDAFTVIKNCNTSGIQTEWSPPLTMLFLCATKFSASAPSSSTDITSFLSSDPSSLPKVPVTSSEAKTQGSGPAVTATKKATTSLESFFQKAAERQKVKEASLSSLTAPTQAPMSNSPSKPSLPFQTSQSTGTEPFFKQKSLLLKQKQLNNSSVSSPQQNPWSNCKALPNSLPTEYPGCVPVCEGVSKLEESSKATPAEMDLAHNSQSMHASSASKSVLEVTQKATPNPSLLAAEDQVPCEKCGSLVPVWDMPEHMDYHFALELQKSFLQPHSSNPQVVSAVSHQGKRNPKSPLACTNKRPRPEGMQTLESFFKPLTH
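Fluorescent replication assay: 50 nM final substrate added after a 15 min room-temperature compound preincubation with 10 nM enzyme. Signal taken at 0 min and again at 10 min.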
BLM inh – qHTS Assay for Inhibitors of Bloom's syndrome helicase (BLM) | recombinant BLM DNA unwinding, fluorescence dequenching | RecQ-like DNA helicase BLM (Homo sapiens), P54132 | 350,000 compounds, 0.2% hits | Potency, µM (doses to about 56.1 µM), for inactives: at the highest dose activity change, negative = inhibition, most hits filed as inhibitors;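 further: potency means the concentration at half of the fitted maximal effect; plate controls were vehicle for no effect and no enzyme for full effect; nearly all actives have a fitted effect of over 35% in size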
Glioma ERSR ind – qHTS for Inducers of the Endoplasmic Reticulum Stress Response (ERSR) in Human Glioma: qHTS; U87-MG GRP78 promoter luciferase reporter, 16 h; Potency, µM, for inactives: top-dose activation, actives largely listed as activators; 420,000 compounds, 0.02% hits; AID 602332, 2012; further: potency means the concentration at half of the fitted maximal effect; series mostly up to about 76 µM; % of control where 0% means no effect; nearly all actives have a fitted effect of over 35% in size
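Stably transfected U87-MG human glioma cells carrying a GRP78-based luminescent sensor were seeded at 1000 cells/well, pin-dosed with compounds and incubated 16 h. Luciferase reagent was then added, and end-point luminescence was read after 10 min at room temperature.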
* hit, by the source's call; ? = inconclusive; . = not tested or not shown; & = joins results of further samples; [ ] = another dose, or the depositor's remark. Unless noted, the call rests on the fitted dose curve; in most records, active means well fitted curve in the direction sought with a large enough effect; inconclusive means small, poorly fitted or top-dose-only effect, or another doubt; inactive means no such curve, though single readings can be large; an effect the other way counts as inactive or inconclusive. The list is partial, so the mix of outcomes need not match the whole.

SMILES	Anesthetic bind	LDHA block	Pol kappa inh	POLI inh	POLB inh	APEX1 inh	Pol eta inh	BLM inh	Glioma ERSR ind
CCCCCCCC1CC(/C(C)=N/NC(N)=O)OC1=O (centres undefined)	-8%	2	-12%	183%[activator]	48%	9%	-22%	0%	0%
Cc1nn2c(NCc3cccnc3)c3c(nc2c1-c1ccccc1)CCC3	-1%	-2	-10%	3%	-8%	-7%	4%	-2%	0%
CCN(Cc1ccccc1)C(=O)c1oc2ccc(S(=O)(=O)N3CCOCC3)cc2c1C	-19%	-2	5%	0%	23%	9%	-18%	-5%	1%
Cc1oc2ccc(O)c(CN3CCC(C)CC3)c2c1C(=O)Nc1ccccc1	9%	1	4%	8%	19%	.	-14%	-11%	-2%
Cc1ccc(NC(=O)c2cc(S(=O)(=O)N3CCC(C)CC3)cn2C)cc1Cl	-4%	-2	6%[60.1 µM]	-13%	-1%	.	-14%	1%	0%
O=C1CN(C(=O)c2ccccc2Br)C(c2ccc(F)cc2)c2cc(F)ccc2N1 (centres undefined)	6%	-2	12%	-22%	14%	21%	-10%	-7%	-2%
Cc1ccccc1OCCC(=O)OCC(=O)Nc1ccc(N2CCOCC2)cc1	-10%	-1	0%	77%[activator]	18%	-6%	-4%	-8%	-3%
Cc1cccc(N(CC(=O)N/N=C/c2ccc(C(=O)O)cc2)S(=O)(=O)c2ccccc2)c1C	.	-3	-10%	3%	.	.	-13%	.	0%
c1ccc(CCc2ccccc2-c2nc(-c3ccccn3)no2)cc1	-8%	-3	-10%	7%	6%	3%	-6%	-7%	-5%
O=C(COC(=O)c1ccc(Cl)nc1)Nc1ncc(Cl)cc1Cl	-11%	6	-10%	87%[activator]	?	0%	35µM*	-13%	-1%
CCC(C)(C)NC(=O)C(c1cccnc1)N(C(=O)c1csnn1)c1ccc(C)cc1 (centres undefined)	-3%	-3	-6%	6%	4%	2%	1%	1%	-4%
COc1ccc(NCCC(O)c2ccc(Cl)cc2)cc1 (centres undefined)	2%	2	-2%	124%[activator]	17%	0%	-6%	-11%	-1%
C[C@H]1O[C@H](O[C@H]2[C@H](O)[C@@H](O)[C@@H](O[C@H]3[C@H](O)[C@@H](O)C(O)O[C@@H]3CO)O[C@@H]2CO)[C@H](O)[C@@H](O)[C@@H]1N[C@H]1C=C(CO)[C@@H](O)[C@H](O)[C@H]1O (some centres undefined)	1%	.	.	.	8%	-1%	.	-6%	.
CCCCCOc1ccc(CN2CCOCC2)cc1Cl	-12%	-7	-9%	-1%	5%	-4%	-4%	-4%	-1%
Cc1cc(O)c(N=Nc2ccc(C(=O)O)cc2)cc1C	.	-2	6%	21%	.	.	-13%	.	-4%
CC(C)Oc1ccc(CNC(=O)c2ccc3nc(SCc4ccc(F)cc4)n(C)c3c2)cc1	2%	-11	13%	0%	1%	.	-4%	-2%	-1%
COc1ccc(-c2c(C)c3ccc(O)c(CN4CCCCC4C)c3oc2=O)cc1OC (centres undefined)	.	4	-2%[60.1 µM]	-1%	-18%	.	-11%	4%	-4%
CC(C(=O)c1ccccc1)[n+]1cccc(Br)c1 (centres undefined)	-9%	-6&9	1%&-1%	99%&-9%[activator]	22%	22%	-19%	-6%	-3%&3%
CSc1ncccc1C(=O)N1CCCC(CCC(=O)NCc2ccccc2F)C1 (centres undefined)	-2%	-3	2%[60.1 µM]	44%[activator]	3%	15%	-15%	-3%	1%
CCOc1ccc(NC(=O)Cn2nnc(-c3ccc(C(N)=O)cc3)n2)cc1S(=O)(=O)N1CCCC1	.	2	-1%	13%	.	37%	-13%	.	-1%
CC1CCN(C(=O)COC(=O)c2ccc3c(c2)OCO3)CC1	-22%	-4	-2%	194%[activator]	3%	-5%	-5%	3%	-6%
O=C(CN(Cc1ccc2c(c1)OCO2)C(=O)CNS(=O)(=O)c1ccccc1)NCc1ccco1	-5%	0	-10%	-1%	1%	3%	-19%	-2%	-4%
CC(=O)Nc1ccc(N=Cc2ccc(OCc3ccccc3)cc2)cc1	?	3	-21%	15%	9%	0%	-9%	3%	-1%
COc1cccc(/C=N/NC(=O)CNC(=O)/C=C\c2ccccc2)c1O	?	0	12%	12%	76%	6%	-10%	-3%	-3%
CCOc1ccc(C(=O)N2CCN(S(=O)(=O)c3ccc4c(c3)OCCO4)CC2)cc1OCC	.	2	-1%	62%[activator]	.	57%[activator]	-17%	.	-3%
CCCOc1ccc(C(=O)NCCCn2ccnc2)cc1	-7%	-8	2%	5%	7%	3%	10%	2%	3%
Cc1cccc(OCC(=O)Nc2ccc3c(c2)OCCO3)c1	-6%	-3	-14%	4%	2%	-3%	-4%	0%	-3%
CC(c1ccco1)N(C(=O)c1ccc(Cl)c([N+](=O)[O-])c1)c1ccccn1 (centres undefined)	-13%	5	-1%	-26%	-14%	33%	-15%	0%	-6%
CCOc1ccccc1N(C)S(=O)(=O)c1ccc2c(c1)CCN2C(=O)CCC(=O)O	-10%	0	0%	-9%	3%	1%	-5%	-2%	-1%
COC(=O)c1[nH]c2cccc(OC)c2c1NC(=O)CN1CCOCC1	-9%	1	-10%	-8%	23%	-2%	-6%	-3%	-2%
CN(c1ccccc1)c1ccc(/C=N/N2CCOCC2)cc1	-7%	-5	-8%	106%[activator]	-15%	0%	-14%	-4%	-4%
COc1cc(/C=N/NC(=O)C(=O)NCC2CCCO2)ccc1O (centres undefined)	-2%	0	-10%	36%[activator]	57%	-3%	-12%	5%	-3%
O=c1c(-c2ccc(O)cc2)coc2c([C@@H]3O[C@H](CO)[C@@H](O)[C@H](O)[C@H]3O)c(O)ccc12	.	1	20%	0%	.	23%	-17%	.	-3%
O=C(N/N=C/c1coc2ccc(Cl)cc2c1=O)c1ccncc1	-20%	0	-9%	-6%	46%	7%	-5%	-2%	-1%
CCOc1ccc(OCCN2C(=O)c3ccccc3C2=O)cc1	-5%	-4	6%	?	-25%	-16%	-15%	-4%	6%
C=C(C)C(COc1c2occc2cc2ccc(=O)oc12)OC(C)(C)C(O)COc1c2occc2cc2ccc(=O)oc12 (centres undefined)	.	-2	-14%	8%	.	9%	-13%	.	-2%
CCOc1ccccc1CN1CCCC(CNC(=O)Cc2ccc(OC)cc2)C1 (centres undefined)	-13%	-4	-18%	-10%	3%	33%	-7%	0%	-1%
CCOc1ccc(CN(CC)C(=O)Cc2c[nH]c3ccccc23)cc1OC	-3%	4	-3%	19%	16%	-3%	-11%	-1%	2%
CC(=O)Nc1ccc(NC(=O)CN2C(=O)CN(C)C(=O)c3ccccc32)cc1	-7%	-2	-11%[60.1 µM]	22%	-1%	.	-14%	-1%	-2%
COC(=O)[C@]1(CC(C)C)N[C@H](c2ccc(-c3ccc(OC)cc3)cc2)[C@@H]2C(=O)N(C)C(=O)[C@@H]21	.	-1	-12%	-5%	.	-11%	?	.	-3%
CCCCCCSc1cc(-c2nc3ccc(C)cn3c2NCCCC)ccc1OC	.	4	-11%	?	.	5%	-20%	.	0%
O=c1c2c([nH]n1-c1ccccc1)CCCC2	-8%	4	-2%	52%[activator]	4%	-7%	-11%	-4%	-3%
CCOCCCNC(=O)c1cc2c(=O)n3cccc(C)c3nc2s1	4%	-1	14%	30%	18%	-10%	-7%	-2%	12%
c1csc(C2=NNC(=NC3CCCCC3)SC2)c1	-19%	1	0%	86%[activator]	-19%	-4%	-17%	-1%	2%
CN(C)S(=O)(=O)c1ccc(NC(=O)Cn2c(-c3ccccc3)noc2=O)cc1	-11%	0	-8%	?	-1%	?	-3%	-10%	-4%

4 compounds already listed, sorted by formula weight, high to low.
SMILES	Anesthetic bind	LDHA block	Pol kappa inh	POLI inh	POLB inh	APEX1 inh	Pol eta inh	BLM inh	Glioma ERSR ind
CN(C)S(=O)(=O)c1ccc(NC(=O)Cn2c(-c3ccccc3)noc2=O)cc1	-11%	0	-8%	?	-1%	?	-3%	-10%	-4%
CCOCCCNC(=O)c1cc2c(=O)n3cccc(C)c3nc2s1	4%	-1	14%	30%	18%	-10%	-7%	-2%	12%
O=C(N/N=C/c1coc2ccc(Cl)cc2c1=O)c1ccncc1	-20%	0	-9%	-6%	46%	7%	-5%	-2%	-1%
c1csc(C2=NNC(=NC3CCCCC3)SC2)c1	-19%	1	0%	86%[activator]	-19%	-4%	-17%	-1%	2%

Later entries
SMILES	Anesthetic bind	LDHA block	Pol kappa inh	POLI inh	POLB inh	APEX1 inh	Pol eta inh	BLM inh	Glioma ERSR ind
Cc1onc(-c2c(F)cccc2Cl)c1C(=O)Nc1cccc2nsnc12	-7%	-11	-16%	5%	-1%	-3%	-16%	-7%	1%
Cc1ccccc1-c1nc(C#N)c(N2CCC(C)CC2)o1	5%	2	-19%	-4%	10%	17%	-7%	-7%	?
Cn1c(=O)c(C(=O)Nc2ccccn2)c(O)c2ccccc21	-7%	6	4%	12%	0%	1%	1%	-6%	-10%
O=C(CSc1cn(CC(=O)N2CCCCC2)c2ccccc12)NCc1ccc(F)cc1	6%	-2	-3%	5%	34%	.	-17%	0%	0%
CCOC(=O)c1c(C)oc2ccc(N(C(=O)Oc3ccccc3)S(=O)(=O)c3ccc(CC)cc3)cc12	-14%	2	1%	-15%	-3%	.	8%	-7%	-5%
CC(=O)C(C)n1c(CN(C)Cc2ccccc2)nc2c1c(=O)n(C)c(=O)n2C (centres undefined)	-8%	-1	7%	57%[activator]	13%	23%	-6%	0%	-3%
CC1=Nc2cc(C(=O)NCCc3ccc(Cl)cc3)ccc2Sc2c(C)ccc(C)c21	-3%	1	-9%	62%[activator]	-1%	.	-22%	-11%	-3%
